Screens from PubChem.
GPR151 ag – activators of human GPR151, primary screen, cell-based, PathHunter beta-arrestin, luminescence | G-protein coupled receptor 151 (Homo sapiens), Q8TDV0 | PathHunter beta-arrestin GPR151 cells | activation, % at 11.2 µM | 650,000 tested, 1% active | AID 1508602, 2020; in the data active = activation above about 4.9%;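 also: 0% = median of compound wells and 100% = cells with positive control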
Target sequence (Q8TDV0 whole entry, looked up): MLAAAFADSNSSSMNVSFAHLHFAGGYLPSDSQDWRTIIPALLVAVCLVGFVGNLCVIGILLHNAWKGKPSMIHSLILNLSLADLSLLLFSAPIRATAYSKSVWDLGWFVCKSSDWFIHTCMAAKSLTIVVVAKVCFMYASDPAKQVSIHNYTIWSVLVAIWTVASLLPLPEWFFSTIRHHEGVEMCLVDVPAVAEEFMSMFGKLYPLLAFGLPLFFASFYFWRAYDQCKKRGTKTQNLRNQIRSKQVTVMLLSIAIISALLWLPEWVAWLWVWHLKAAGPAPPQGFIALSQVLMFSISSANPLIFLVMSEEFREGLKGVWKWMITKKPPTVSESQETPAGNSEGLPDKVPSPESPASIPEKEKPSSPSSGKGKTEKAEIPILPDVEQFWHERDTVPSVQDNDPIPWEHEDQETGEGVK
FBW7 act – FBW7 E3 ligase activators, primary screen, biochemical, AlphaScreen, human | 650,000 tested, 0.13% active | AlphaScreen FBW7–phospho-cyclin E peptide binding, activator screen | F-box/WD repeat-containing protein 7 (Homo sapiens), Q969H0 | normalized activity (activation), % at 26.1 µM | AID 1259310, 2017; in the data active = normalized activity above about 1.9%;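 also: purified mutant Fbw7 with reduced substrate affinity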
Target sequence (Q969H0 whole entry, looked up): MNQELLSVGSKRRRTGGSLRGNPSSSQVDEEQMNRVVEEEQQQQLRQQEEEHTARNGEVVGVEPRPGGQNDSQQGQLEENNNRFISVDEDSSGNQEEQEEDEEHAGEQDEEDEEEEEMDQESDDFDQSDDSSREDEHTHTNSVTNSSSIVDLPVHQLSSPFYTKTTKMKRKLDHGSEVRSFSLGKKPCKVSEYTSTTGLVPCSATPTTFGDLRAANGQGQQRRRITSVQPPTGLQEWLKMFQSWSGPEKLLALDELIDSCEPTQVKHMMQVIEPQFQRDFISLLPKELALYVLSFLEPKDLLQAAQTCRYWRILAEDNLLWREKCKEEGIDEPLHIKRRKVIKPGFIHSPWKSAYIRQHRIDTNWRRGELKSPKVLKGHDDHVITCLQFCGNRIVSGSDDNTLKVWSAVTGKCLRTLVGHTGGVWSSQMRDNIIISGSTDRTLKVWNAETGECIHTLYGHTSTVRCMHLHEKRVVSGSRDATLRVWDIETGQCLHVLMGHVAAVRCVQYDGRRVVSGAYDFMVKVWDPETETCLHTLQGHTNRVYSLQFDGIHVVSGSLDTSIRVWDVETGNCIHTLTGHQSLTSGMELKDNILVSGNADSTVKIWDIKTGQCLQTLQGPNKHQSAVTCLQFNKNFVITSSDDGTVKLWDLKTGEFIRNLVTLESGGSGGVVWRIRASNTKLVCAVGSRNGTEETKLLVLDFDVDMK
MITF primary – MITF inhibitors, primary screen, biochemical, AlphaScreen, human; inhibition, % at 2.6 µM; 650,000 tested, 0.91% active; Microphthalmia-associated transcription factor (Homo sapiens), O75030; AID 1259374, 2018; AlphaScreen MITF homodimerization, bead proximity signal; in the data active = inhibition above about 50%;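 also: 0% = vehicle wells with protein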
TEAD-YAP block – TEAD-YAP interaction inhibition, primary screen, TEAD-YAP interaction inhibitor project, luminescence, HEK-TIYL cells; TEAD-Gal4/YAP UAS-luciferase luminescence; inhibition, % at 9.12 µM; 640,000 tested, 1.4% active; AID 1259422, 2018; in the data active = inhibition above about 32%;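 also: 0% = median of test compound wells and 100% = reference inhibitor wells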
The depositor's hits bear a star; & = joins results of further samples.

The first 3 compounds as a preview:
SMILES	GPR151 ag	FBW7 act	MITF primary	TEAD-YAP block
O=C1NN(C(=O)c2ccc(Cl)cc2)C2Cc3ccccc3C12 (centres undefined)	-0.9	-0.1	4	-5
CCOC(=O)c1nc(Nc2cc(Cl)ccc2OC)c2ccccc2n1	0.3	0.0	-6	6
COc1ccc(NC(=O)CSc2nnc3[nH]c(=O)ccn23)cc1OC	-2.8	0.1	1	1

This part in full, previewed entries included:
SMILES	GPR151 ag	FBW7 act	MITF primary	TEAD-YAP block
O=C1NN(C(=O)c2ccc(Cl)cc2)C2Cc3ccccc3C12 (centres undefined)	-0.9	-0.1	4	-5
CCOC(=O)c1nc(Nc2cc(Cl)ccc2OC)c2ccccc2n1	0.3	0.0	-6	6
COc1ccc(NC(=O)CSc2nnc3[nH]c(=O)ccn23)cc1OC	-2.8	0.1	1	1
O=C(Cc1ccc(-c2ccccc2)cc1)NCc1nnnn1-c1ccc(F)c(F)c1	-1.4	0.0	4	-2
O=C(NCCc1ccccc1)C(=O)NCC(c1ccco1)S(=O)(=O)c1cccs1 (centres undefined)	0.2	-0.1	13	1
COc1ccc(Oc2coc3cc(OS(C)(=O)=O)ccc3c2=O)cc1	-1.0	0.1	11	5
CCCCNC(=S)N(C)/N=C/c1cc(OC)c(O)c(OC)c1	0.1	0.0	-4	-1
COc1cc(OC)cc(C(=O)Nc2ccc(S(=O)(=O)Nc3nccc(C)n3)cc2)c1	1.5	2.0*	14	-13
COc1ccccc1/C=N/NC(=O)C(=O)Nc1ccc(Cl)cc1C	1.5	0.0	-8	-18
OC(c1cccnc1)c1ccc2c(c1)CN(Cc1c[nH]c3ccccc13)CCO2 (centres undefined)	-0.4	-0.1	-8	-4
CCOC(=O)c1[nH]c(C)c(CN(C(=O)CCCC(=O)O)c2ccccc2)c1C	-0.8	0.3	28	1
CCOC(=O)C1=C(C)NC2=C(C(=O)CCC2)C1c1ccccc1Cl (centres undefined)	-0.8	0.0	-1	2
Fc1ccccc1NC(=S)NC1CC1	0.6	0.0	16	4
Cc1ccc(-c2nnc(SCC(=O)NC(C)c3ccccc3)n2C)cc1 (centres undefined)	1.1	0.2	-3	-2
Clc1ccc(-c2csc(=Nc3ccccc3)n2CCCN2CCOCC2)cc1	-0.6	-0.5	36	1
O=C1CCCN1CCCNc1cc(NCCN2CCOCC2)ncn1	1.1&-0.3	0.0&0.1	0&8	12&8
CC1(C)CC(=O)C(C=Nc2ccccc2F)=C(O)C1	0.1&-1.6	-0.3&0.0	2&5	1&5
O=C(Cc1ccc(N2CCC(N3CCN(CCO)CC3)CC2)cc1)N1CCCC1	0.6	0.1	-2	-4
CN(C)c1ccc(NC(=O)CN2CCC(O)(c3ccccc3)CC2)cc1	0.1	-0.1	4	-10
O=C(CCc1nc2cccnc2n1-c1ccccc1)NCc1ccco1	1.0	0.1	-17	5
O=C(Nc1nc2ccccc2n1CCN1CCOCC1)C1CCCCC1	-0.3	-0.2	-11	4
COc1ccc(N2CCN(C(CNC(=O)c3ccc(OC)c(OC)c3)c3ccco3)CC2)cc1 (centres undefined)	1.2	-0.1	5	7
CCN(CC)C(=O)c1sc(NC(=O)c2cccc(Br)c2)c(C#N)c1C	0.2	0.1	12	7
Cc1ccc(S(=O)(=O)Nc2ccccc2C(=O)Nc2ccc(-c3nc4ccccc4o3)cc2)cc1	0.5	1.6	19	39*
COC(=O)c1ccccc1NC(=O)c1cc(OC)c(OC)c(OC)c1	1.7	-0.1	10	11
More records:
SMILES	GPR151 ag	FBW7 act	MITF primary	TEAD-YAP block
O=C(c1cncs1)N1CCC(CO)(Cc2ccccc2C(F)(F)F)CC1	-0.2	-0.1	8	8
CCOC(=O)CN(CP(=O)(OCC)OCC)CP(=O)(OCC)OCC	1.2	-0.2	-5	6
Cc1ccc2nc(Nc3ccc(C(=O)Nc4ccc(Br)cc4C(=O)c4ccccc4)cc3)nc(-c3ccccc3)c2c1	1.3	-0.1	5	-1
COc1cc2cc(-c3ccccc3)nc(Cc3ccccc3)c2cc1OC	-1.5	-0.1	10	-15
CCOc1ccc(S(=O)(=O)Nc2ccc(OC)c(Cl)c2)c2cccnc12	-0.5	-0.2	2	-6
Cc1nc(-n2nc(C3CC3)cc2NC(=O)Cc2ccc(F)cc2)[nH]c(=O)c1C	-1.5	-0.4	11	10
COc1cc(NS(=O)(=O)c2ccc(C)c(C)c2)c(OC)cc1Cl	2.7	-0.1	-11	1
CCc1ccc(NC(=O)C(CC)CC)cc1	4.6	-0.1	4	-8
Cc1ccc(S(=O)(=O)Nc2ccccc2C(=O)Nc2c(C(N)=O)oc3ccccc23)cc1	1.5	-0.1	0	-1
CCOC(=O)c1c(-c2ccc(CC)cc2)csc1N	-0.3	0.0	-8	-4
C/C(CC1(O)C(=O)Nc2ccccc21)=N\O (centres undefined)	1.0	0.1	2	-1
CSCCC1(C(=O)O)NC(c2ccc(O)cc2O)C2C(=O)N(Cc3ccccc3)C(=O)C21 (centres undefined)	1.6	0.3	16	11
CCOC(=O)CSc1nc2ccsc2c(=O)n1Cc1ccccc1	0.6	0.0	-9	-7
COC(=O)Nc1ccc(S(=O)(=O)N2CCCC(C(=O)O)C2)cc1 (centres undefined)	11*	0.1	3	2
COc1cc(Br)cc(C=O)c1OC	-1.2	0.5	17	2
O/N=C/c1cn(-c2ccccc2)nc1-c1ccccc1	2.4	0.6	12	-2
O=C(NCc1ccc(Cl)cc1)NCC1(O)CCCC1	-0.3	0.9	4	-6
O=C(CN1CCN(S(=O)(=O)c2cccc([N+](=O)[O-])c2)CC1)Nc1cc(C(F)(F)F)ccc1Cl	0.4	0.1	-3	5
COc1ccc(CN2CCc3nnc(CCNC(=O)C4CCCO4)n3CC2)cc1 (centres undefined)	0.6	-0.1	10	4
COC(=O)c1ccc(I)cc1C(=O)OC	0.9	0.0	-3	-3
O=C(CCN1C(=O)c2ccccc2C1=O)Nc1nccs1	-0.1	0.1	13	-2
Cn1c(SCc2cccc(Br)c2)nnc1-c1ccc(N)cc1	-0.5	0.0	-5	-15
COc1cccc2c(=O)c(Br)c(C)[nH]c12	0.1	0.1	15	5
CC(C)(C)C(=O)N1CCC(C(=O)NC(c2ccc3c(c2)OCO3)c2ccccn2)CC1 (centres undefined)	-0.2	0.0	-7	4
CC(=O)Cc1nsc(NC(=O)c2ccc(-c3ccc(F)cc3)o2)n1	2.2	-0.3	12	2

As entered above.
`Cc1ccc2nc(Nc3ccc(C(=O)Nc4ccc(Br)cc4C(=O)c4ccccc4)cc3)nc(-c3ccccc3)c2c1` @ TEAD-YAP block: -1
`O=C(CCN1C(=O)c2ccccc2C1=O)Nc1nccs1` @ FBW7 act: 0.1
`Cc1ccc(S(=O)(=O)Nc2ccccc2C(=O)Nc2c(C(N)=O)oc3ccccc23)cc1` @ MITF primary: 0
`O=C(c1cncs1)N1CCC(CO)(Cc2ccccc2C(F)(F)F)CC1` @ GPR151 ag: -0.2

Some of the entries so far, as a markdown table:
| SMILES | GPR151 ag | FBW7 act | MITF primary | TEAD-YAP block |
| --- | --- | --- | --- | --- |
| CSCCC1(C(=O)O)NC(c2ccc(O)cc2O)C2C(=O)N(Cc3ccccc3)C(=O)C21 (centres undefined) | 1.6 | 0.3 | 16 | 11 |
| CCOC(=O)CSc1nc2ccsc2c(=O)n1Cc1ccccc1 | 0.6 | 0.0 | -9 | -7 |
| COC(=O)Nc1ccc(S(=O)(=O)N2CCCC(C(=O)O)C2)cc1 (centres undefined) | 11* | 0.1 | 3 | 2 |
| COc1cc(Br)cc(C=O)c1OC | -1.2 | 0.5 | 17 | 2 |

Part of the list above in order of length of the SMILES, largest number first.
SMILES	GPR151 ag	FBW7 act	MITF primary	TEAD-YAP block
Cc1ccc(S(=O)(=O)Nc2ccccc2C(=O)Nc2c(C(N)=O)oc3ccccc23)cc1	1.5	-0.1	0	-1
CCOc1ccc(S(=O)(=O)Nc2ccc(OC)c(Cl)c2)c2cccnc12	-0.5	-0.2	2	-6
COc1cccc2c(=O)c(Br)c(C)[nH]c12	0.1	0.1	15	5

The list goes on.
SMILES	GPR151 ag	FBW7 act	MITF primary	TEAD-YAP block
O=C(COc1ccc(Cl)cc1)Nc1cccc(-c2ccc3nncn3n2)c1	1.7	-0.1	-4	-7
O=C1CCCC2=C1Cc1c(ccc3ccccc13)N2	0.9	-0.1	1	-31
CCOC(=O)c1c(C)[nH]c(C(=O)CC(=O)OC)c1C	-0.1	-0.1	6	1
Cc1cc(C)c(NC(=O)CSc2nc3c(oc4ccccc43)c(=O)n2Cc2ccco2)c(C)c1	-2.1	-0.1	-1	-1
O=C(NNc1nc(N2CCOCC2)nc(N2CCCOC2)n1)c1ccc([N+](=O)[O-])cc1	-0.9	-0.1	0	6
Cn1c(NCc2c(O)ccc3ccccc23)nc2ccccc21	0.4	0.6	-4	-13
COc1ccc(-n2c(SCC(=O)N3CCC(C)CC3)nc3n[nH]c(C)c3c2=N)cc1	-1.0	0.7	-1	16
Cc1oc(-c2ccc(Cl)cc2)nc1CS(=O)CC(=O)NC(C)c1ccccc1 (centres undefined)	-1.2	1.2	15	-7
O=C(Cc1cccc2ccccc12)Nc1cccc2nsnc12	0.6	0.2	-24	0
CC(=O)N1C(=S)NC(=O)/C1=C\c1cccnc1	0.4	0.1	12	2
O=C(O)c1ccc(NC(=O)c2ccccc2C(=O)O)cc1	0.7	-0.2	-4	1
CCOc1ccccc1NC(=O)Cn1c(CC(=O)NC)nc2ccccc21	-1.2	0.0	20	4
COC(=O)C1=C(C(C)=O)C(c2ccccc2OC)n2nnnc2N1 (centres undefined)	-0.9	0.2	2	-8
Cc1cc(NC(=O)Cn2c(=O)n(C3CCCCC3)c(=O)c3cccnc32)n[nH]1	0.5	0.1	-3	4
CCC(=O)N1CCN(c2nc(-c3ccccc3)c3c(c2C#N)CCCC3)CC1	-0.7	0.2	-5	-8
CC(C)OC(=O)CC1C(=O)NCCN1C(=S)NC(=O)Cc1ccccc1 (centres undefined)	-0.3	0.0	-2	4
COc1ccc(CC(=O)Nc2ccc(O)cc2C(=O)O)cc1	-0.9	0.2	17	4
O=C(NC1CCN(Cc2ccccc2)CC1)c1cccc(N2C(=O)c3ccccc3C2=O)c1	0.0	0.1	18	8
CSc1nsc(SC)c1NC(=O)Nc1ccc(C)cc1	-1.0	0.1	5	-5
COc1ccc(N(C(=O)c2ccco2)S(=O)(=O)c2ccccc2)cc1	-0.2	0.0	8	9
Cc1ccc(NC(=O)c2ccc(C#N)cc2)cc1	0.6	-0.1	11	-47
Cc1cc(C=C2C(=O)N(C)C(=O)N(C)C2=O)ccc1O	0.8	0.1	-4	-2
CCCCNC(=O)C(Cc1ccccc1)NC(=O)c1ccccc1NC(=O)c1ccco1 (centres undefined)	-1.7	-0.2	1	1
Cc1ccc(CN(CC(=O)N2CCC(C)CC2)S(=O)(=O)c2ccc(C)cc2)cc1	-0.8	0.0	-1	12
CCc1c(C)nc(-n2nc(C)cc2C)n(CC(=O)N2CCCC2)c1=O	0.7	-0.1	8	-11
(next part)
SMILES	GPR151 ag	FBW7 act	MITF primary	TEAD-YAP block
CC(=O)c1cc2c(cc1NC(=O)CCCC(=O)O)OCO2	1.4	-0.1	-6	2
Cc1ccc(C(=O)NCc2ccccc2F)s1	-1.3	0.6	4	-1
COc1ccc(/C=C/c2[nH]c(=O)[nH]c(=O)c2[N+](=O)[O-])cc1[N+](=O)[O-]	1.6	-0.1	4	-10
O=C(O)Cc1cc(=O)oc2c1ccc1ccccc12	0.9	0.0	1	-1
COc1cccc(-n2c(=O)[nH]cc(C(=O)Nc3ccc(F)cc3F)c2=O)c1	-1.6	0.1	7	-5
Cc1cc(=O)[nH]c(N/N=C/c2cn(CCC#N)nc2-c2ccccc2)n1	0.7	-0.5	6	11
Cn1c(=O)c2c(nc(SCc3cccc(I)c3)n2Cc2cccc(Cl)c2)n(C)c1=O	0.1	0.0	11	4
Cc1sc2nc(C(C)C)n3c(=O)n(CC(=O)NCc4ccco4)nc3c2c1C	-0.7	0.2	14	5
Cc1ccc2nc(-c3ccncc3)c(Nc3ccc4c(c3)OCO4)n2c1	0.6	-0.1	1	-1
CCCc1nc(N)c(C#N)c(-c2cccc(Br)c2)c1CC	-1.4	0.0	4	5
O=C(Nc1cccc(NC(=O)c2ccco2)c1)c1ccc([N+](=O)[O-])cc1	-0.8	0.0	7	4
CNC(=S)N1CCN(c2nc(-c3ccc(F)cc3)cs2)CC1	-1.5	0.4	16	-3
Cc1ccc(N=c2c([N+](=O)[O-])nn(-c3ccc4c(c3)OCCO4)n2O)cc1F	-0.3	0.7	4	19
COc1ccc(C(CC(=O)NCc2ccc3c(c2)OCO3)NS(=O)(=O)c2ccc(Cl)cc2)cc1 (centres undefined)	-1.0	0.2	15	-4
CCc1ccccc1NC(=O)c1ccc(Cl)c(Cl)c1	1.7	-0.1	-5	3
O=C(NC1CCCCC1)c1cccnc1Nc1ccccc1F	0.0	0.0	-1	-4
COc1ccc(Cn2c(=S)[nH]c3cc(C(=O)Nc4ccc(OC)cc4OC)ccc3c2=O)cc1	-1.2	0.0	15	2
O=C(Cc1c(F)cccc1Cl)Nc1ccc(-c2ccn[nH]2)cc1	2.3	0.0	0	-66
O=S(=O)(c1ccc(SCCO)nc1)N1CCCC1	0.2	-0.2	3	0
CS(=O)(=O)N(CC(=O)NCc1ccco1)c1ccc2c(c1)OCO2	-0.3	0.1	7	5
COc1cccc(-c2nnn(CC(=O)Nc3c(C)cccc3C)n2)c1OC	0.6	0.5	3	8
